# PglD inh: blocks C. jejuni PglD acetyltransferase activity; AID 602405; 360,000 tested, 0.098% active; inhibition, % at 12.5 µM; purified PglD enzyme, DTNB colorimetric CoA detection; in the data active = inhibition above about 16%, passing the limit was not always enough; inconclusive = no clear call, values can overlap the other calls; also: strong numbers were not always called active
# F508del corr: CFTR F508del correction in bronchial cells | activity (quench increase), % at 7.58 µM | 350,000 tested, 0.36% active | CFBE cells, YFP halide quenching; stimulated with forskolin plus potentiator P3; % fluorescence drop versus neutral controls | AID 720511;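 active = mean added fluorescence quench of at least 8% versus neutral control, with both replicates also reaching 8%; inconclusive = only one of the mean or replicate conditions met; inactive = mean below 8% and not both replicates reaching 8%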;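 also: cells transiently co-express mutant CFTR-F508del with the halide-sensitive YFP; corrector assay measuring rescue of mutant channel to the surface after 24 h compound exposure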
# PGC1a acetyl inh: lowers PGC1a acetylation signal in U2OS cells; inhibition, % at 15.6 µM; AlphaScreen anti-acetyl-lysine; with virally co-expressed GCN5 acetyltransferase; AID 651687; 350,000 tested, 0.17% active;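 active = every replicate shows inhibition of at least 40%; inconclusive = mean inhibition at least 40% but some replicate below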;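 also: 0% = neutral control wells and 100% = positive control wells; some results beyond the cut were filed as inactive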
# miR-122 sensor: inhibitors of miR-122 in Huh7 cells. Huh7 miR-122 Renilla luciferase sensor, 48 h; neutral wells = 0, positive control = 100. activation (reporter increase), % at 12.5 µM. 340,000 tested, 0.3% active;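 active = mean replicate activation score at least 90 and every replicate individually at or above 90; inconclusive = only one of the two criteria met; inactive = neither criterion met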;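 also: higher luciferase means less miR-122 activity so hits act as miR-122 inhibitors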
# C2C12 statin: protects C2C12 myotubes from simvastatin toxicity; ATP luminescence, 48 h; scaled: DMSO 0, geranylgeraniol control 100; rescue of ATP level, % at 7.49 µM; 330,000 tested, 0.78% active; AID 602340;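 active = mean ATP rescue above about 67%, or every replicate alone reaching that limit, limit read from the data, passing the limit was not always enough; inconclusive = no clear call, values can overlap the other calls; inactive = mean under the limit and some replicate under it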;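 also: myotubes were challenged with 10 µM simvastatin during compound exposure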
# INS-1E GSIS act: GLuc luminescence reporter in INS-1E cells, primary screen for activators of glucose-dependent secretion of insulin; INS-1E GLuc reporter insulin secretion, 2-3 h; activation, % at 16.6 µM; 370,000 tested, 0.61% active;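 active = lowest replicate activation of at least 40%, so every replicate reaches that level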;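 also: 0% = median of neutral control wells and 100% = median of IBMX positive control wells; some compounds called inactive have numbers as strong as hits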
# Cneo AK release: causes C. neoformans cell lysis; adenylate kinase release luminescence, 4 h; normalised: neutral wells 0, clomiphene wells 100; lysis activity, % at 15 µM; 360,000 tested, 0.2% active;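 active = mean lysis activity across replicates of at least 80%, whatever share of replicates individually reach that level; inactive = mean lysis activity below 80%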
#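 Material – Cryptococcus neoformans yeast cells · Quantity – 5 × 10^6 yeast cells/mL · Buffer or medium – YPD medium · Compound – single dose · Timing – 4 h static compound exposure, 37 °C, read 1 h post-reagent · Signal – adenylate kinase release luminescence · Read-out basis – lysis from increased AK signal · Benchmarks – Clomiphene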
# FN deposit inh: fibronectin deposition inhibition; AH1F fibroblasts, Alexa488-fibronectin deposition fluorescence, overnight; inhibition, % at 12.6 µM; 350,000 tested, 0.086% active;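 active = mean inhibition across replicates of 30% or more, regardless of how many single replicates reach that level; inconclusive = mean under 30% yet at least half of replicates reach 30%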;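 also: positive control wells lacked labelled fibronectin entirely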
#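 Assay system: AH1F fibroblasts / Quantity: 10000 cells per well / Medium: DMEM plus 2% serum, read in PBS / Reagent: labelled fibronectin 24 nM / Dosing: single dose, pinned / Times: 1 h cell attachment, overnight exposure to compound and label / Signal: fluorescence, ex 485 nm, em 525 nm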
# * = called active by the depositor; ? = inconclusive; / = no result given; & = joins results of further samples; [ ] = remark or other dose.
# Order of results – PglD inh	F508del corr	PGC1a acetyl inh	miR-122 sensor	C2C12 statin	INS-1E GSIS act	Cneo AK release	FN deposit inh
> CC(C)[C@@H]1N[C@]2(C(=O)Nc3ccccc32)[C@@H]2C(=O)N(c3cccc(C(F)(F)F)c3)C(=O)[C@@H]21
    0	/	4	3	2	/	1	0
> Cc1noc(C)c1NC(=O)Nc1ccc2c(c1)C(=O)N([C@H](C)CO)C[C@H](C)[C@H](CN(C)C(=O)CCCN(C)C)OCCCC[C@H](C)O2
    1	5.0	-3	10[16.7 µM]	-12	9	-2	/
> Cc1ccc(NC(=O)CSCC(=O)Nc2ccccc2C(=O)NC2CC2)cc1
    6	-0.1	1	-3	1	12	1	13
> N#Cc1ccsc1NC(=O)CN1CCN(c2ccccn2)CC1
    0	/	4	-3	-3	/	-4	/
> O=C(CSc1nc2[nH]ncc2c(=O)n1-c1ccc(Cl)c(Cl)c1)NCc1ccccc1Cl
    /	?	3	/	/	-4	/	2
> COc1cccc(S(=O)(=O)N(C)C[C@@H]2Oc3cc(C#CCN(C)C)ccc3S(=O)(=O)N([C@H](C)CO)C[C@@H]2C)c1
    -5&6&11	1.3&-0.1&-2.4	3&-3	-1	-1&-8&-18	-6&4	-1&1&-1	4
> O=S(=O)(c1ccccc1)N(C1=NCCS1)S(=O)(=O)c1ccccc1
    2	/	4	9	3	/	-1	-6
> C/C=C\C=C/C(=O)Nc1cccc(C2=NOC3(C2)C[C@@H](C(N)=O)N(C(=O)/C=C/CC)C3)c1 (stereo partly specified)
    -2	/	1	-2	/	/	1	/
> Cc1ccc(C(=O)N2NC(c3ccccc3F)C3C(=O)N(c4cccc(C)c4)C(=O)C32)cc1 (stereo unspecified)
    2	-2.5	7	-6	2	-3	0	4
> CO[C@@H]1CN(C)C(=O)c2cc(NC(=O)C3CCOCC3)ccc2OC[C@H](C)N(Cc2cccnc2)C[C@@H]1C
    -2	1.2	0	/	0	4	0	-1
> COc1ccc(OC)c(NC(=O)CC2SC(=Nc3ccccc3)N(CCc3ccccn3)C2=O)c1 (stereo unspecified)
    -2	-4.5	-16	10	0	-5	1	1
> CC1CC(NC(=O)c2c(O)nc3ccccn3c2=O)CC(C)(C)C1 (stereo unspecified)
    0	-0.6	4	2	4	-11	-2	-1
> C[C@H]1CN([C@@H](C)CO)C(=O)c2cc(NS(=O)(=O)c3cccs3)ccc2O[C@H]1CN(C)C(=O)NC1CCCCC1
    0	2.0	7	-2[16.7 µM]	23	-4	-3	-7
> Cc1noc(C)c1S(=O)(=O)N(C)C[C@H]1Oc2ccc(NC(=O)Nc3ccc4c(c3)OCO4)cc2CC(=O)N([C@@H](C)CO)C[C@H]1C
    2	-0.8	-4	-1[16.7 µM]	-8	-3	-1	/
> COc1ccc(C2OC(=O)CC2C(=O)N2CCN(c3cc(Cl)ccc3C)CC2)cc1OC (stereo unspecified)
    0	1.3	/	/	8	/	0	-4
> C[C@@H]1CN([C@@H](C)CO)C(=O)Cc2cc(NC(=O)c3ccncc3)ccc2O[C@H]1CN(C)C(=O)Nc1ccccc1
    8	-0.2	1	-3[16.7 µM]	-7	6	-3	/
> CCc1ccc(-c2cc(C)no2)cc1S(=O)(=O)NCCN1CCC(C)CC1
    -2	1.7	6	-6	-21	4	-1	-10
> CCCNC(=O)CCn1cc(-c2ccc(OC)cc2)nc1CCN
    -2	-2.2	-10	-3	2	4	-1	-13
> CCOc1ccc(C(C)=O)cc1N1C(=O)C2C(C1=O)C1C=CC2C12CC2 (stereo unspecified)
    11	2.2	5	-2	-3	-3	0	/
> CC(=O)N1CCc2cc(S(=O)(=O)NCCC(=O)NC3CCN(Cc4ccccc4)CC3)ccc21
    1	/	7	-5	-1	/	1	/
> COc1ccc(CNC(=S)Nc2ccc(S(N)(=O)=O)cc2)cc1
    4	0.7	7	4	2	-1	4	-3
> O=C(O)CCCNCc1ccccc1F
    -5	/	-6	-1	-8	/	0	-5
> CC(C)CCN1CCN(Cc2cccc3cccnc23)CC1CCO (stereo unspecified)
    -2	1.1	-2	9	-1	2	-1	0
> CC(=O)c1cccc(NC(=O)c2ccccc2-c2ccccc2C(=O)O)c1
    5	-0.8	7	-1	-1	/	1	-5
> CN1[C@@H]2c3ccc(-c4ccccc4)c(=O)n3C[C@@H]2[C@@H](CO)[C@@H]1C(=O)Nc1ccccc1
    1	-2.3	/	-6[16.7 µM]	0	2	-1	/
> CC(C)C(c1nnnn1C1CCCC1)N1CCc2ccccc21 (stereo unspecified)
    -4	/	-5	7	-5	/	0	10
> O=C(Nc1cccc(NC(=O)c2ccccc2F)c1)c1ccccc1
    1	0.6	0	0	107*	24	1	5
> Cc1nnc2ccc(Oc3ccc(-c4ccccc4)cc3)nn12
    0	/	6	/	3	-23	0	-3
> CCOC(=O)COc1cc(O)c2c(=O)cc(-c3ccccc3)oc2c1
    /	3.2	-5	1	-1	-4	/	-9
> Cc1ccc(C(=O)NCc2ccc3c(c2)OCO3)c(C)c1
    2	-1.8	/	4	8	-6	-1	9
> CCN(CC)S(=O)(=O)c1ccc(N2CCOCC2)c(NC(=O)c2ccc3c(c2)OCCO3)c1
    /	0.7	/	/	8	-5	/	7
> O=C(NCC(=O)N(c1cccnc1)C(C(=O)NC1CCCCC1)c1ccccc1F)c1ccco1 (stereo unspecified)
    /	0.2	/	-16	0	8	/	2
> C=CCSC1=C(C#N)C(c2ccccc2Cl)C(C(=O)c2cccs2)C(O)(C(F)(F)F)N1 (stereo unspecified)
    -4	2.9	-2	-1	-22	/	1	2
> COc1ccc(N2CCN(C(CNC(=O)c3cccs3)c3ccco3)CC2)cc1 (stereo unspecified)
    0	4.4	6	-6	60	-17	-1	4
> CC(C)NC(=O)N(C)C[C@@H]1OCCCC[C@@H](C)Oc2ccc(NS(=O)(=O)c3cn(C)cn3)cc2C(=O)N([C@@H](C)CO)C[C@H]1C
    -1	-2.8	4	-9[16.7 µM]	/	22	-1	5
> C[C@@H]1CN([C@@H](C)CO)C(=O)c2cc(C3=CCCCC3)cnc2O[C@@H]1CN(C)C(=O)Cc1ccncc1
    3	2.9	3	5[16.7 µM]	-17	-8	-3	/
> OC[C@H]1[C@H](c2ccc(-c3cccnc3)cc2)[C@@H]2CN(Cc3ccccn3)CCCCN12
    6	2.5	-3	10[16.7 µM]	-10	-5	-3	-5
> Cc1ccc(S(=O)(=O)N(C)C[C@@H]2OCCCC[C@H](C)Oc3ccc(NC(=O)Nc4ccc(C(F)(F)F)cc4)cc3C(=O)N([C@@H](C)CO)C[C@H]2C)cc1
    0	2.9	2	-1[16.7 µM]	/	16	-3	1
> O=C(NCC1CCCO1)c1nn2c(c1Cl)NC(c1ccc(F)cc1)CC2C(F)(F)F (stereo unspecified)
    5	/	-4	2	1	/	0	-5
> O=c1cc(O)c2ccccc2n1Cc1ccccc1F
    /	-0.2	3	/	/	4	/	-9

# Whole records as entered above. Screens in order: PglD inh	F508del corr	PGC1a acetyl inh	miR-122 sensor	C2C12 statin	INS-1E GSIS act	Cneo AK release	FN deposit inh
# CCOC(=O)COc1cc(O)c2c(=O)cc(-c3ccccc3)oc2c1 is listed with /	3.2	-5	1	-1	-4	/	-9
# CC(C)NC(=O)N(C)C[C@@H]1OCCCC[C@@H](C)Oc2ccc(NS(=O)(=O)c3cn(C)cn3)cc2C(=O)N([C@@H](C)CO)C[C@H]1C is listed with -1	-2.8	4	-9[16.7 µM]	/	22	-1	5

# (listing goes on)
# Order of results – PglD inh	F508del corr	PGC1a acetyl inh	miR-122 sensor	C2C12 statin	INS-1E GSIS act	Cneo AK release	FN deposit inh
> CCOc1c(N2CCCCC2)c(=O)c1=O
    -2	/	2	-2	8	/	8	/
> CS(=O)(=O)N(CC(N)=O)Cc1ccc(Cl)cc1
    2	1.4	0	-6	-5	/	-1	/
> CCSc1nc(N2CCOCC2)c2ccccc2n1
    -5	/	1	-19	/	0	0	9
> Cc1noc(C)c1S(=O)(=O)Nc1ccc2c(c1)C(=O)N([C@H](C)CO)C[C@H](C)[C@@H](CN(C)C(=O)Nc1ccccc1)O2
    -1&-1	1.8&0.8	15	-9[16.7 µM]	1	15&-11	0&-1	-3
> CCOc1ccccc1N(C(=O)c1ccco1)C(C(=O)NC1CCCC1)c1cccnc1 (stereo unspecified)
    -2	/	0	11	-8	/	1	/
> COC(=O)C1=C(C(=O)OC)SC(=C2C(=S)C(C)(C)N(C(=O)CC(C)C)c3ccccc32)S1
    -5	1.6	-2	1	-1	-2	-1	/
> C[C@H]1CCCCO[C@H](CN(C)Cc2ccccc2)[C@@H](C)CN([C@@H](C)CO)C(=O)c2cc(NC(=O)Nc3ccc4c(c3)OCO4)ccc2O1
    1	-0.9	-24	-6[16.7 µM]	-13	-24	2	4
> CC(C)(C)c1cc(CN(CCO)CCO)c(O)c(C(C)(C)C)c1
    -1	-2.8	-33	-3	8	-21	2	4
> CN(C(=O)CC(NC(=O)c1ccccc1)(c1ccccc1)c1ccccc1)c1ccccc1
    0	/	-3	13	12	/	1	-8
> COc1ccccc1Cc1c(-c2ccc(OC)c(OC)c2)nc2ccc(Br)cn12
    -6	-0.3	-2	2	-57	30	4	/
> O=C(Cn1nc(C(F)F)cc1C(F)F)NNC(=S)Nc1ccc(Cl)cc1
    1	-0.7	7	3	11	-24	-3	/
> Cc1ccc(NC(=O)c2cccc(S(=O)(=O)N3CCN(c4ccc(F)cc4)CC3)c2)nc1
    0	0.8	3	-5	6	-15	1	-3
> COc1ccc(-c2noc(CCC(=O)NCCc3cccc(C)c3)n2)cc1
    /	1.8	-12	2	-2	6	/	-6
> C[C@@H]1CN([C@H](C)CO)C(=O)c2cc(NS(=O)(=O)c3ccccc3)ccc2O[C@@H]1CN(C)C(=O)Nc1ccc(F)cc1
    -4	-3.2	-4	-5[16.7 µM]	13	-7	49	/
> CCOc1ccc(NS(=O)(=O)c2ccc(-c3coc(C)n3)cc2)cc1
    2	-0.8	8	-10	2	-4	-1	6
> COc1ccccc1CCn1c(N)cc(=O)[nH]c1=O
    5	0.0	/	2	3	5	-5	2
> COC(CC(=O)NNC(=S)Nc1ccc(Cl)cc1)OC
    7	4.1	7	-2	-1	2	3	/
> COc1ccc(CNC(=O)CN(Cc2ccc(C)cc2)C(=O)c2csnn2)cc1
    0	1.7	/	/	20	25	-4	1
> CCOC(=O)c1c(C)n(CC)c2c1cc(O)c1ccccc12
    1	-3.1	1	6	-22	8	1	4
> Cc1ccc(C(=O)OCC(=O)Nc2cc(F)ccc2F)cc1NC(=O)c1ccco1
    -1	/	4	-7	8	/	1	7
> CN(C)C(=O)[C@@H]1[C@@H](CO)[C@@H]2Cn3c(ccc(C4=CCCC4)c3=O)[C@@H]2N1C(=O)Cc1cccnc1
    0	1.3	/	-1[16.7 µM]	-3	20	0	/
> COc1ccc(C2N=C(N)N=C(N)N2c2ccc(C)cc2)cc1 (stereo unspecified)
    -1	/	1	15	-52	/	0	0
> Cc1noc(C)c1NC(=O)Nc1cccc2c1O[C@@H](CN(C)C(=O)Nc1c(C)noc1C)[C@H](C)CN([C@H](C)CO)C2=O
    1	0.0	2	-4[16.7 µM]	-14	2	-5	/

# Compound activity: PubChem, Broad Institute
